# High-throughput results as filed in PubChem.
# Bcl-B Bim block – inhibitors of Bim-Bcl-B interaction, human | Q9HD36 | bead-based flow cytometry, Bim peptide-Bcl-B binding | inhibition, % at 10 µM | 0.073% of 190,000 active | AID 951;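 further: 0% = tracer peptide without compound and 100% = reference inhibitor peptide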
# Target sequence (Q9HD36 whole entry, looked up): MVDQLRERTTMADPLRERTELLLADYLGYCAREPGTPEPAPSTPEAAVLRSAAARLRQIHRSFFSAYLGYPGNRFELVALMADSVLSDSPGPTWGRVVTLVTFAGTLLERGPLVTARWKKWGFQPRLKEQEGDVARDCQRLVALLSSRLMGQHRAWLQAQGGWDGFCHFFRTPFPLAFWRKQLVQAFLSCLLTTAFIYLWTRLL
# ABCG2 inh – inhibitors of human ABCG2 transporter, ABCB1 counter-screen | Q9UNQ0 | IgMXP3 cells, JC-1 efflux, flow cytometry | inhibition, % at 6.6 µM | 0.1% of 190,000 active | AID 1325;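 active means inhibition above 80%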;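 further: 0% = DMSO and 100% = nicardipine control wells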
# Target sequence (Q9UNQ0 whole entry, looked up): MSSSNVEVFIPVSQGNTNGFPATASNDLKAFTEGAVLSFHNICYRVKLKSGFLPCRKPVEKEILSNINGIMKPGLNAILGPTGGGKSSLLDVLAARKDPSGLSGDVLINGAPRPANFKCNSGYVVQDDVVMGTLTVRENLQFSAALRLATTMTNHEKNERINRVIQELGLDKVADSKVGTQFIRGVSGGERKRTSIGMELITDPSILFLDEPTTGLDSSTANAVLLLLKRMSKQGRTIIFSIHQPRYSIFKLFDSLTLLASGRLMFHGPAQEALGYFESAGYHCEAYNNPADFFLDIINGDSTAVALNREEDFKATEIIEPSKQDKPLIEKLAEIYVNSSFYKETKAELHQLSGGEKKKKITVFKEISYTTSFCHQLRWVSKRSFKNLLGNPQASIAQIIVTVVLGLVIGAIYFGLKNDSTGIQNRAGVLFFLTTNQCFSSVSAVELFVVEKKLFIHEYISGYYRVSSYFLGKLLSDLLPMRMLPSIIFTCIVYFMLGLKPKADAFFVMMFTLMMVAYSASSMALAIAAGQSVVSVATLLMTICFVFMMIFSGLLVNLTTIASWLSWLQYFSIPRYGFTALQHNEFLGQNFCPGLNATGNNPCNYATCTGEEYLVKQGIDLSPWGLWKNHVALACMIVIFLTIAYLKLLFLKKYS
#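 Measure – % inhibition of efflux relative to nicardipine and DMSO · Test system – ABCG2 IgMXP3 and barcoded ABCB1 CCRF-Adr cell mix · Control set – nicardipine as high control, DMSO as low control · Compound – one concentration, 6.6 µM final · Signal – flow cytometry of retained JC-1 fluorescence · Timing – 10 min exposure at 25 °C with rotation, no wash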
# RGS7-Gao reg – human RGS7-Galphao interaction regulation; P09471; Multiplexed bead flow cytometry, RGS7-Galphao binding; actives lie on both sides; binding response (% of control), % at 10 µM; 0.35% of 220,000 active; AID 1439; in the data active means binding response below about 49% or above about 150%; inconclusive means no clear call, values can overlap the other calls; inactive means in between;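 further: fluorescent Galphao held in activated GDP-AlF4 state binding bead-coupled RGS7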
# Bim-Bcl-2 – inhibitors of Bim-Bcl-2 interaction, human | P10415 | Bead-based flow cytometry, Bim peptide-Bcl-2 binding | inhibition, % at 10 µM | 0.06% of 190,000 active; in the data active means inhibition above about 40%; inconclusive means no clear call, values can overlap the other calls;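 further: 0% = no compound wells with probe peptide and 100% = reference peptide inhibitor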
# Target sequence (P10415 whole entry, looked up): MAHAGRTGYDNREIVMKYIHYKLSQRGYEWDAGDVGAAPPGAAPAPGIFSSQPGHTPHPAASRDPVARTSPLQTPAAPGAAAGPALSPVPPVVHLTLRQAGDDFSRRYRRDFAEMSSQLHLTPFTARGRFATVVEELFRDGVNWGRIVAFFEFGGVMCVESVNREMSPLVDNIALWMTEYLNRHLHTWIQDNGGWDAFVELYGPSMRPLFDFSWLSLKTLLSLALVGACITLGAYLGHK
# Bcl-W Bim block – inhibitors of Bim-Bcl-W interaction, human. Q92843. AID 952. inhibition, % at 10 µM. 0.02% of 190,000 active. bead-based flow cytometry, Bim peptide-Bcl-W binding;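 further: 0% = bound tracer without compound and 100% = peptide blocker; higher means less fluorescent Bim peptide bound to Bcl-W beads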
# RGS8-Gao reg – regulators of human RGS8-Galphao interaction | P09471 | multiplexed bead flow cytometry, RGS8-Galphao binding; actives lie on both sides | response (percent of control binding), % at 10 µM | 0.34% of 220,000 active; in the data active means response below about 60% or above about 140%; inactive means in between;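 further: Galphao activated as the GDP aluminium fluoride complex binding bead-coupled RGS8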
# ABCB1 block – human ABCB1 inhibition, ABCG2 as counter-screen; inhibition, % at 6.6 µM; 0.067% of 190,000 active; P08183; CCRF-Adr cells, JC-1 efflux, flow cytometry; in the data active means inhibition above about 40%;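 further: 0% = vehicle and 100% = reference inhibitor; higher value means more JC-1 retained so stronger ABCB1 efflux block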
# Bim-Bcl-XL – human Bim-Bcl-XL interaction inhibition; Q07817; Bim peptide-Bcl-XL binding, bead flow cytometry, fluorescence; inhibition, % at 10 µM; 0.04% of 190,000 active
# Mcl-1 Bim block – inhibitors of Bim-Mcl-1 interaction, human | inhibition, % at 10 µM | 0.1% of 190,000 active | Bead-based flow cytometry, Bim peptide-Mcl-1 binding | Q07820 | AID 1009;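 further: 0% = no compound tracer wells and 100% = peptide blocker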
# RGS4-Gao reg – modulates binding of RGS4 to human Galphao; binding response (% of control), % at 10 µM; P09471; AID 1415; 0.33% of 220,000 active; Multiplexed bead flow cytometry; actives lie on both sides; in the data active means binding response below about 49% or above about 150%; inactive means in between;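 further: fluorescent Galphao activated with aluminum fluoride binding bead-coupled RGS4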
# Bim-Bfl-1 – disrupts Bim binding to human Bfl-1; Q16548; Bead-based flow cytometry, Bim-Bfl-1 binding inhibition; inhibition, % at 10 µM; 0.12% of 190,000 active;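 further: 0% = wells without compound plus tracer and 100% = blocker peptide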
# An asterisk follows results filed as active; ? = inconclusive. Unless noted, no stated cut-off is given here; in the data, active means inhibition above about 40%. This is a random part of the collection; any-hit rate near 0.94%.
# Start of the data: the first 12 compounds as a preview:
1	O=C(c1ccco1)N1CCCC(c2nc(-c3ccc(S(=O)(=O)NCc4ccccc4)cc3)no2)C1 (stereo not drawn)
2	Cc1cccc(N2C(=O)C(Oc3ccc(Cl)cc3Cl)C2C=O)c1C (stereo not drawn)
3	CC12CCC(C(=O)N3CCN(Cc4ccccc4)CC3)(OC1=O)C2(C)C (stereo not drawn)
4	CC(=O)c1cccc(NC(=O)C2C3C=CC(C4CC34)C2C(=O)O)c1 (stereo not drawn)
5	COc1cc(C2C(C#N)=C(N)Oc3n[nH]c(-c4cccnc4)c32)cc(Br)c1O (stereo not drawn)
6	Cn1c(=O)c2c(-c3ccccc3)n(C3CCCCC3)cc2n(C)c1=O
7	COc1ccc(NS(=O)(=O)c2c(F)cc(F)c(Cl)c2F)cc1S(=O)(=O)N1CCCCC1
8	Cc1nn(Cc2ccccc2)c(=O)n1N(C)c1ncc(C(F)(F)F)cc1Cl
9	O=C(CCC1CCCC1)N1CCN(C2CCCC2)CC1
10	Cc1noc2ncnc(Oc3ccc4ccccc4c3)c12

screen / no.	1	2	3	4	5	6	7	8	9	10
Bcl-B Bim block	-12	-2	0	1	-6	0	-6	-6	-3	-1
ABCG2 inh	0	7	1	1	-1	3	-6	2	2	4
RGS7-Gao reg	97	100	94	95	92	99	97	99	121	99
Bim-Bcl-2	-8	0	0	-2	-4	-1	-6	-9	-3	-3
Bcl-W Bim block	-5	-3	0	0	3	0	-6	0	1	-2
RGS8-Gao reg	97	100	102	101	91	98	104	101	121	98
ABCB1 block	0.0	2.6	0.4	0.2	0.0	0.6	-0.7	0.7	0.3	0.5
Bim-Bcl-XL	-9	-3	-1	0	-2	-2	-9	-2	1	-2
Mcl-1 Bim block	-2	-4	-1	1	2	0	-7	-3	0	0
RGS4-Gao reg	99	101	92	99	97	96	102	99	122	101
Bim-Bfl-1	-9	0	-2	-3	-1	1	-5	-14	-9	-1

11	O=C(CN1C(=O)COc2ccccc21)NCc1ccc(C(=O)O)cc1
12	CCOC(=O)c1sc(C)c2c(=O)n(CC)nnc12

screen / no.	11	12
Bcl-B Bim block	2	-6
ABCG2 inh	2	2
RGS7-Gao reg	98	108
Bim-Bcl-2	0	-5
Bcl-W Bim block	0	4
RGS8-Gao reg	98	104
ABCB1 block	0.7	0.6
Bim-Bcl-XL	0	-3
Mcl-1 Bim block	0	2
RGS4-Gao reg	107	101
Bim-Bfl-1	0	-9

# The list itself, from the first entry:
1	O=C(c1ccco1)N1CCCC(c2nc(-c3ccc(S(=O)(=O)NCc4ccccc4)cc3)no2)C1 (stereo not drawn)
2	Cc1cccc(N2C(=O)C(Oc3ccc(Cl)cc3Cl)C2C=O)c1C (stereo not drawn)
3	CC12CCC(C(=O)N3CCN(Cc4ccccc4)CC3)(OC1=O)C2(C)C (stereo not drawn)
4	CC(=O)c1cccc(NC(=O)C2C3C=CC(C4CC34)C2C(=O)O)c1 (stereo not drawn)
5	COc1cc(C2C(C#N)=C(N)Oc3n[nH]c(-c4cccnc4)c32)cc(Br)c1O (stereo not drawn)
6	Cn1c(=O)c2c(-c3ccccc3)n(C3CCCCC3)cc2n(C)c1=O
7	COc1ccc(NS(=O)(=O)c2c(F)cc(F)c(Cl)c2F)cc1S(=O)(=O)N1CCCCC1
8	Cc1nn(Cc2ccccc2)c(=O)n1N(C)c1ncc(C(F)(F)F)cc1Cl

screen / no.	1	2	3	4	5	6	7	8
Bcl-B Bim block	-12	-2	0	1	-6	0	-6	-6
ABCG2 inh	0	7	1	1	-1	3	-6	2
RGS7-Gao reg	97	100	94	95	92	99	97	99
Bim-Bcl-2	-8	0	0	-2	-4	-1	-6	-9
Bcl-W Bim block	-5	-3	0	0	3	0	-6	0
RGS8-Gao reg	97	100	102	101	91	98	104	101
ABCB1 block	0.0	2.6	0.4	0.2	0.0	0.6	-0.7	0.7
Bim-Bcl-XL	-9	-3	-1	0	-2	-2	-9	-2
Mcl-1 Bim block	-2	-4	-1	1	2	0	-7	-3
RGS4-Gao reg	99	101	92	99	97	96	102	99
Bim-Bfl-1	-9	0	-2	-3	-1	1	-5	-14

9	O=C(CCC1CCCC1)N1CCN(C2CCCC2)CC1
10	Cc1noc2ncnc(Oc3ccc4ccccc4c3)c12
11	O=C(CN1C(=O)COc2ccccc21)NCc1ccc(C(=O)O)cc1
12	CCOC(=O)c1sc(C)c2c(=O)n(CC)nnc12
13	Cc1ccc(CNC(=O)CSc2ncccn2)cc1
14	CCC(CC)NC(=O)c1cc(OC)c(OC)cc1[N+](=O)[O-]
15	O=S(=O)(c1ccccc1)c1ccc(C(F)(F)F)cn1
16	CN1CCN(C(=O)c2ccccc2-c2ccccc2C(=O)O)CC1

screen / no.	9	10	11	12	13	14	15	16
Bcl-B Bim block	-3	-1	2	-6	-11	-5	-1	-9
ABCG2 inh	2	4	2	2	4	0	0	0
RGS7-Gao reg	121	99	98	108	104	98	107	94
Bim-Bcl-2	-3	-3	0	-5	-6	-8	-4	-12
Bcl-W Bim block	1	-2	0	4	1	0	-3	-2
RGS8-Gao reg	121	98	98	104	103	103	104	97
ABCB1 block	0.3	0.5	0.7	0.6	0.3	3.9	0.3	0.1
Bim-Bcl-XL	1	-2	0	-3	-3	-5	-1	-13
Mcl-1 Bim block	0	0	0	2	-3	-4	-6	0
RGS4-Gao reg	122	101	107	101	104	101	104	97
Bim-Bfl-1	-9	-1	0	-9	-12	-18	-6	-13

17	S=C(NCc1ccco1)Nc1cc(Cl)c(Cl)cc1Cl
18	C=CCSc1nnc(COc2ccc(=O)n(-c3ccccc3)n2)n1CC
19	CCN(CC(=O)NC(C)(C)C)C(=O)c1ccc(Br)cc1
20	COc1cc([N+](=O)[O-])ccc1N=Nc1c(N)[nH]n(-c2ccccc2)c1=O
21	O=C(CN(C(=O)Cn1nnc(-c2cccs2)n1)c1ccc2c(c1)OCCO2)NC1CCCCC1
22	O=S(=O)(c1ccc(S(=O)(=O)N2CCOCC2)cc1)N1CCCC1
23	COC(=O)c1sccc1NC(=S)Nc1ccc(OC)cc1
24	CCOC(=O)N/N=C(\C)c1ccc(C)o1

screen / no.	17	18	19	20	21	22	23	24
Bcl-B Bim block	13	1	-1	-1	0	2	-5	2
ABCG2 inh	4	-1	3	2	3	-1	2	7
RGS7-Gao reg	100	?	102	99	95	119	108	100
Bim-Bcl-2	1	2	0	2	0	0	-6	0
Bcl-W Bim block	-1	3	-2	0	0	0	-1	5
RGS8-Gao reg	94	102	100	103	96	139	121	103
ABCB1 block	-0.2	-0.3	0.3	-0.8	2.1	0.3	0.6	0.6
Bim-Bcl-XL	0	2	-1	0	-1	-1	-6	-1
Mcl-1 Bim block	0	1	1	0	1	5	-3	1
RGS4-Gao reg	102	102	98	99	94	114	109	100
Bim-Bfl-1	3	-5	-3	0	-3	3	-1	0

25	CCOC(=O)c1sc(NC(=O)Cn2nnc3sc4c(c3c2=O)CCCC4)nc1C
26	O=C(c1ccccc1Sc1ccccc1[N+](=O)[O-])N1CCCCC1
27	C/C(=N\O)C(=O)NCCCn1ccnc1
28	O=C1C2CCCN2C(c2ccco2)N1c1ccc(F)cc1 (stereo not drawn)
29	O=C(NCc1ccc2c(c1)OCO2)c1ccc(CN2CCOCC2)cc1
30	Cc1cc(/C=N/NC(N)=S)c(C)n1-c1ccc(Br)cc1
31	COCCN(C(=S)Nc1ccccc1OC)C(C)c1cccs1 (stereo not drawn)
32	COc1cc(OC)c(NC(=O)CC(C)=O)cc1Cl

screen / no.	25	26	27	28	29	30	31	32
Bcl-B Bim block	-1	0	-5	-3	-2	-5	-8	-4
ABCG2 inh	-1	7	0	14	-1	13	11	1
RGS7-Gao reg	101	99	103	103	99	96	107	100
Bim-Bcl-2	-2	-2	-5	-2	-2	0	-5	-1
Bcl-W Bim block	0	6	-5	0	-2	-3	-4	-5
RGS8-Gao reg	100	101	101	101	99	98	102	118
ABCB1 block	-0.4	0.5	0.1	1.6	-2.5	3.4	1.5	-0.3
Bim-Bcl-XL	-4	1	-4	-1	1	-4	-4	-4
Mcl-1 Bim block	2	-9	-3	-2	3	0	-3	-2
RGS4-Gao reg	101	101	102	101	94	99	101	106
Bim-Bfl-1	-4	6	-3	-1	-1	0	-12	0

33	O=C(CCCN1C(=O)c2cccc3cccc(c23)C1=O)NCCN1CCOCC1
34	COc1ccc(OC)c(-n2c(=S)[nH]c3cc(C(=O)N4CCCCC4)ccc3c2=O)c1
35	COc1ccc(-n2c(O)c(/C=N/NS(=O)(=O)c3ccc(C)c([N+](=O)[O-])c3)c3ccccc3c2=O)cc1OC
36	COc1cc(NC(=O)c2cc(-c3cccnc3)nc3ccc(C)cc23)c(OC)cc1Cl
37	O=C(NCCN1CCCCC1)c1ccc2c(c1)OCCO2
38	CCO[C@H]1OC(C(=O)N2CCN(Cc3ccc4c(c3)OCO4)CC2)=C[C@@H](C)[C@@H]1CCCO
39	COc1cccc(/C=C2\SC(=N)N(c3ccc(F)cc3)C2=O)c1
40	COc1ccc2c(C)cc(SCC(=O)Nc3c(C)n(C)n(-c4ccccc4)c3=O)nc2c1

screen / no.	33	34	35	36	37	38	39	40
Bcl-B Bim block	0	-8	1	-10	2	-4	-3	-14
ABCG2 inh	0	1	-6	18	1	0	5	2
RGS7-Gao reg	101	106	104	101	99	104	91	105
Bim-Bcl-2	0	-3	0	-12	-2	-6	-3	-1
Bcl-W Bim block	0	-4	4	-2	0	0	-3	0
RGS8-Gao reg	93	99	103	101	100	105	101	101
ABCB1 block	0.1	0.4	0.5	6.9	0.1	0.2	-0.1	1.0
Bim-Bcl-XL	1	-5	0	-4	0	-2	-1	-5
Mcl-1 Bim block	0	-13	0	-2	-2	2	-4	-2
RGS4-Gao reg	80	103	103	105	98	109	92	101
Bim-Bfl-1	2	-3	-4	-15	-3	-5	-7	3

41	COc1ccc(CC(C(=O)Nc2cccc(F)c2)c2nn[nH]n2)c(OC)c1 (stereo not drawn)
42	CCOc1cc(/C=N\NC(=O)c2ccc(NC(=O)CC)cc2)ccc1OC(=O)c1ccccc1
43	CCCCCCSc1nsc(N)n1
44	COc1ccc(CN(CC(=O)NCc2ccco2)C(=O)CCC(=O)Nc2nccs2)cc1
45	O=C(NCCCN1CCCC1=O)c1cc(-c2cccnc2)nc2ccc(Cl)cc12
46	Cc1cc(NC(=O)c2ccc(C)s2)n(-c2ccccc2)n1
47	CCSc1ccccc1C(=O)Nc1nncs1
48	Cc1ccc(S(=O)(=O)Cn2nnnc2C(c2ccccn2)N2CCN(c3ccccc3)CC2)cc1 (stereo not drawn)

screen / no.	41	42	43	44	45	46	47	48
Bcl-B Bim block	-2	-2	-7	-5	-3	-3	0	-8
ABCG2 inh	3	0	5	9	10	23	3	3
RGS7-Gao reg	97	100	103	97	92	98	99	100
Bim-Bcl-2	0	-6	-9	-8	-4	-9	0	-6
Bcl-W Bim block	-2	0	-3	-2	-3	-1	0	0
RGS8-Gao reg	102	101	102	100	103	98	98	101
ABCB1 block	0.7	0.0	1.0	0.4	0.2	6.6	0.5	1.9
Bim-Bcl-XL	-1	-8	-10	-9	0	-1	0	-9
Mcl-1 Bim block	-2	0	-6	-5	-8	-3	-4	-3
RGS4-Gao reg	100	102	101	99	98	94	99	103
Bim-Bfl-1	1	-12	-19	-19	-6	-8	0	-12
